G9a inh: blocks human histone lysine methyltransferase G9a. Q96KQ7. G9a H3K9 monomethylation, AlphaScreen, 2 h. Potency, µM (series often up to 102 µM), inactives show top-dose activity, negative = inhibition, hits mostly inhibitors. 350,000 tested, 8.8% active. AID 504332; also: potency is read from the fitted curve at half-maximal effect; % is scaled to controls: 0 for no effect and ±100 for the full control effect; nearly all actives have a fitted effect of over 75% in size
Target sequence (Q96KQ7 913-1193 limits assumed): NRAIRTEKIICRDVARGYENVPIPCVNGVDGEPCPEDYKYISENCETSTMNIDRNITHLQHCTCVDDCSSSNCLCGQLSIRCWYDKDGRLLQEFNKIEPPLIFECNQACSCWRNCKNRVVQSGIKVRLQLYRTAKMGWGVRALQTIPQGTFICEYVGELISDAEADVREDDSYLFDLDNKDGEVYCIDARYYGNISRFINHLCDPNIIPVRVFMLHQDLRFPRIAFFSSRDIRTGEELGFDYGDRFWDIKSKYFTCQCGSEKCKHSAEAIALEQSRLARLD
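Using a bead-based AlphaScreen, monomethylated H3K9 product from 2 h room-temperature reactions (G9a 20 nM, peptide 500 nM, SAM 20 uM) was detected with 0.5 ug/mL rabbit anti-H3K9me1 antibody.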
ERG-DNA inh: blocks human ERG Ets domain binding to DNA | AID 624246 | P11308 | Potency, µM (highest dose often 76.9 µM), inactives show at the highest dose FP activity, negative = inhibition, most hits filed as inhibitors | fluorescence polarization, His-ERG Ets domain / labelled DNA | 370,000 tested, 0.028% active; active = well fitted inhibition curve with a large enough effect in the polarisation, with a control signal flat; inconclusive = small, poorly fitted or top-dose-only effect, or effect the other way, or a change in a side signal; inactive = no such curve, though single readings can be large or run the other way; the % refers to the polarisation;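 also: polarization taken with two DNA probes labelled with fluorescein and Texas red; potency is read from the fitted curve at half-maximal effect; % of control where 0% means no effect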
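His-tagged ERG Ets domain (1 uM in the protein solution; 300mM KCl, 50mM Tris-HCl, 1mM EDTA, 1mM DTT, pH 7.5) received compound, then a probe mix of 5 nM fluorescein-DNA and 100nM Texas-615-DNA. Fluorescence polarization was read for both dyes.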
HP1b chromo inh: blocks HP1-beta chromodomain binding to methylated histone tails; Potency, µM (series often up to 114 µM), inactives show at the top dose activity change, negative = inhibition, actives largely listed as inhibitors; P83916; 390,000 tested, 0.56% active; AlphaScreen HP1-beta / biotin-H3K9me3 peptide binding; AID 540317; also: potency is read from the fitted curve at half-maximal effect; nearly all actives have a fitted effect of over 70% in size; inactives centre near 23
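HP1-beta protein (50 nM final) preincubated 30 min at room temperature with biotinylated H3(1-18)K9me3 peptide (50 nM) in PBS pH 7.4, 0.01% Tween-20, then compound added for 30 min. AlphaScreen streptavidin donor/nickel chelate acceptor beads (10 ug/mL final), 30 min dark, luminescence read.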
JMJD2A Tudor inh: inhibitors of human JMJD2A Tudor domain; O75164; AlphaScreen JMJD2A-Tudor / H3K4me3 peptide binding; Potency, µM (series often up to 114 µM), inactives show at the highest dose activity change, negative = inhibition, hits mostly inhibitors; 390,000 tested, 4.4% active; also: potency is read from the fitted curve at half-maximal effect; % is scaled to controls: 0 for no effect and ±100 for the full control effect; nearly all actives have a fitted effect of over 50% in size
Pin1 inh: inhibitors of human Pin1 | Q13526 | Pin1 FP peptide displacement, HiFluor488, 10 min | Potency, µM (series often up to 115 µM), without a hit: top-dose activity, negative = inhibition, most hits filed as inhibitors | 390,000 tested, 0.009% active; active = well fitted inhibition curve with a large enough effect in the polarisation, with a control signal flat, not every such curve was filed as active; inconclusive = small, poorly fitted or top-dose-only effect, or effect the other way, or a change in a side signal; inactive = no such curve, though single readings can be large or run the other way; the % refers to the polarisation; also: potency is read from the fitted curve at half-maximal effect; % is scaled to controls: 0 for no effect and ±100 for the full control effect
Target sequence (Q13526 whole entry, looked up): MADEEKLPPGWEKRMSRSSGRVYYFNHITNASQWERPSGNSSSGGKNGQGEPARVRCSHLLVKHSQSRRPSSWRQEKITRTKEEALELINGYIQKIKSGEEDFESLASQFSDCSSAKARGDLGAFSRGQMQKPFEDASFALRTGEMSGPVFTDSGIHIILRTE
GLS inhibitor: blocks human kidney-isoform glutaminase activity; GLS enzymatic activity, qHTS titration; Potency, µM (top dose mostly 45.5 µM), inactives show top-dose activity change, negative = inhibition, most hits filed as inhibitors; 410,000 tested, 0.21% active; also: potency is read from the fitted curve at half-maximal effect; % is scaled to controls: 0 for no effect and ±100 for the full control effect
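Enzyme dispensed in phosphate buffer (45 mM, pH 8.2, 0.02% Tween-20), compounds pinned in, then 1 mM L-glutamine solution and the glutamate oxidase–HRP–Amplex Red mix added; fluorescence read immediately and again after 30 min at room temperature.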
BAZ2B inh: BAZ2B (human) inhibition; 360,000 tested, 4.4% active; Potency, µM (highest dose often 114 µM), inactives show top-dose activity change, negative = inhibition, usual class: inhibitors; AlphaScreen BAZ2B-H3K14Ac peptide displacement; Q9UIF8; also: potency is read from the fitted curve at half-maximal effect; % is scaled to controls: 0 for no effect and ±100 for the full control effect; nearly all actives have a fitted effect of over 60% in size
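Multi-concentration screen (max 110 uM) measuring displacement of acetylated histone H3 peptide from BAZ2B by AlphaScreen, using 50 nM protein, 50 nM peptide and 10 ug/mL streptavidin donor plus Ni-chelate acceptor beads.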
PI4K2A block: blocks human PI4K2A kinase activity; Q9BTU6; purified PI4K2A, ADP-Glo luminescence, 1 h; stronger effect = lower value; activity change, negative = inhibition, % at 76.9 µM; 420,000 tested, 0.13% active; in the data active = activity change below about -50%; inconclusive = mostly about -30% to -49%;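 also: -100% = wells without enzyme as full effect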
Target sequence (Q9BTU6 whole entry, looked up): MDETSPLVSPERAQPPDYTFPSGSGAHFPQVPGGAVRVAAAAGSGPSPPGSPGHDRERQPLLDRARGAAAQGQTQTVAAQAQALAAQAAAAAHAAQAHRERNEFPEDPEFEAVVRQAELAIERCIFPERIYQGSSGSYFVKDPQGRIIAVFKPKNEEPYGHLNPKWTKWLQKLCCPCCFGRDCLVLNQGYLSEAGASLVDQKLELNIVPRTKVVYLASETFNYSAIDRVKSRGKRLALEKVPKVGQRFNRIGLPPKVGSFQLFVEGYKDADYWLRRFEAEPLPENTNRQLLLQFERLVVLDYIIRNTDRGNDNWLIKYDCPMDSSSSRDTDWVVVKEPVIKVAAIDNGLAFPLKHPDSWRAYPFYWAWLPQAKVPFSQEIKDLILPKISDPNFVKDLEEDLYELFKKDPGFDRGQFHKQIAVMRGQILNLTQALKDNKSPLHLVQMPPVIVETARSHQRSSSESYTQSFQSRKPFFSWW
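ADP-Glo luminescence measured ADP generated by PI4K2A enzyme (4 ug/mL before mixing) with 1.2 mM PI substrate (pre-mix) and 300 microM ATP (pre-mix). Tris pH7.5 buffer with MgCl2, Triton X-100; 1 h reaction at ambient temperature.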
PGK inhibitor: inhibitors of T. brucei phosphoglycerate kinase; PGK/GAPDH coupled, Kinase-Glo luminescence, 60 min; Potency, µM (highest dose often 57.5 µM), without a hit: at the highest dose activity change, negative = inhibition, most hits filed as inhibitors; 380,000 tested, 0.043% active; also: potency is read from the fitted curve at half-maximal effect; % is scaled to controls: 0 for no effect and ±100 for the full control effect; nearly all actives have a fitted effect of over 60% in size
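Recombinant glycosomal PGK reaction used 1,3-bisphosphoglycerate generated in-well by GAPDH (100nM final) in 100mM TEA pH 7.6, 5mM MgCl2, 0.01% Tween-20. After 60 minutes at room temperature, ATP was read by Kinase-Glo Plus luminescence end-point.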
Numbers without * were called inactive; i = inactive; u = inconclusive; x = not tested or not shown; & = joins results of further samples; [ ] = dose if it differs, or a comment. Unless noted, calls follow the shape of the dose curve; as a rule, active = well fitted curve in the direction sought with a large enough effect; inconclusive = small, poorly fitted or top-dose-only effect, or another doubt; inactive = no such curve, though single readings can be large; an effect the other way counts as inactive or inconclusive. This is a random part of the collection; any-hit rate near 11%.

A first look, 2 compounds:
SMILES	G9a inh	ERG-DNA inh	HP1b chromo inh	JMJD2A Tudor inh	Pin1 inh	GLS inhibitor	BAZ2B inh	PI4K2A block	PGK inhibitor
COc1ccc2[nH]c(=O)c(CN(C(=O)NC3CCCCC3)C3CCCC3)cc2c1	7%	-3%	60%	-1%	-2%	-2%	0%	-2	-2%
CCCc1nc(SCC(=O)c2ccc(F)cc2)c2ccccc2n1	u	-2%	113%[activator]	156%[activator]	3%	2%	91%[activator]	-3	3%

The listing (from the top)
SMILES	G9a inh	ERG-DNA inh	HP1b chromo inh	JMJD2A Tudor inh	Pin1 inh	GLS inhibitor	BAZ2B inh	PI4K2A block	PGK inhibitor
COc1ccc2[nH]c(=O)c(CN(C(=O)NC3CCCCC3)C3CCCC3)cc2c1	7%	-3%	60%	-1%	-2%	-2%	0%	-2	-2%
CCCc1nc(SCC(=O)c2ccc(F)cc2)c2ccccc2n1	u	-2%	113%[activator]	156%[activator]	3%	2%	91%[activator]	-3	3%
CCc1ccccc1OCC(=O)Nc1cccc(S(=O)(=O)NCc2ccco2)c1	-13%[12.7 µM]	-6%	2%	-29%	u	0%	9%	-10	i
COc1cc(C=O)ccc1OCc1cccc(Br)c1	59%[activator][59 µM]	4%	61%[activator]	17%	2%	8%	25%	-3	0%
COC(=O)c1ccccc1NC(=O)CCCn1nc(C)c2sc3ccccc3c2c1=O	-35%[59 µM]	-3%	32%	13%	6%	-10%	-2%	-2	-7%
Cc1cc(C)cc(NC(=O)CCn2cnc3ccccc3c2=O)c1	-10%[59 µM]	2%	7%[57 µM]	-19%	0%	-5%	-3%	-15	-11%
CCN1CCN(c2sc(S(C)(=O)=O)nc2S(=O)(=O)c2ccc(C)cc2)CC1	-19%	9%	35%	23%	-4%	6%	-3%	-3	-1%
Cc1ccccc1NC(=O)CSc1nc(COc2ccccc2)nc2ccccc12	x	x	-3%	-14%	10%	1%	14%	2	-4%
Cc1cccc2c(C(=O)O)cc(-c3cccnc3)nc12	7%	5%	45%[activator]	11%	-1%	16%	-31%	-1	4%
CC(C)CCNC(=O)COc1ccc(N(C)S(=O)(=O)c2ccc(F)cc2)cc1	-26%	11%	27%	-6%	3%	0%	10%	2	-1%
CCC(=O)Nc1ccc(C(=O)Nc2ccc(Br)cc2F)cc1	-22%	-4%	41%[activator]	-5%	3%	-2%	-16%	5	-1%
CCCc1ccc(OCC(=O)Nc2sc3c(c2C(=O)OC)CCCCC3)cc1	u	-2%	-12%	-25%	-4%	-12%	0%	4	-9%
CCOC(=O)c1cccc(NC(=O)CSc2nnc(-c3ccoc3C)n2CCOC)c1	u	3%	32%	-26%	-3%	6%	-5%	-5	-9%
Cc1cc(C)c2c(C)c(C(=O)N3CCC(c4nc5ccccc5s4)CC3)oc2c1	-2%[59 µM]	4%	-34%	-7%	30%	-7%	-8%	2	3%
CC(=O)Cc1nsc(NC(=O)c2ccc(COc3ccc(C)cc3)o2)n1	1%[59 µM]	-2%	36%	-15%	0%	5%	-35%	-4	4%
Cc1ccc(/C(O)=C2/C(=O)C(=O)N(CCN3CCOCC3)C2c2cccs2)cc1 (stereo unspecified)	u	x	27%	-11%	u	-1%	-2%	-3	i
C#CCOCCOCCOCCNc1nc(N2CCN(C(=O)[C@H](CCCCN)n3cc(CN)nn3)CC2)nc(N2CCN(C(=O)[C@H](CCCCN)n3cc([C@@H](N)CC(N)=O)nn3)CC2)n1	x	1%	13%	35µM*	-4%	1%	x	-11	-9%
Cc1ccc(NC(=O)Cn2c(CCC(=O)O)ccc2-c2ccc(Cl)cc2)cc1	u	-4%&1%	34%&7%	-32%&-26%	-4%&-5%	8%&8%	u	-4&5	-6%
Cc1cc(C)nc(OC(C(=O)O)C(OCCC(C)C)(c2ccccc2)c2ccccc2)n1 (stereo unspecified)	4%	1%	22%	-13%	0%	-1%	-17%	-4	-7%
CC1CCC(N2CCN(c3ncccn3)CC2)C1 (stereo unspecified)	16%[12.7 µM]	-1%	27%	-19%	-2%	10%	4%	1	-8%
COc1cc(/C=N/NC(=O)c2ccccn2)ccc1OC(=O)c1ccc(Br)cc1	x	3%	30%	-11%	3%	-10%	-1%	8	-1%
CCCCN(CC)C(=O)CSc1c2c(nc3ccc(Cl)cc13)CCCC2	-2%[59 µM]	6%	41%[activator]	11%	4%	4%	x	-2	i
Cc1cccc(C(CC(=O)N2CCCC2)c2ccccc2)c1O (stereo unspecified)	17%	-10%	14%	0%	4%	11%	8%	6	5%
CCn1c(SCC(=O)NC2CCCC2)nnc1C(C)C	12%	6%	16%	0%	2%	-5%	0%	0	0%
CCOC(=O)c1ccc(N=C2C(=S)N(c3ccc(C(=O)OCC)cc3)C(=N)N2/N=C/c2ccccc2)cc1	4µM*	-6%	-41%	u	4%	2%	-3%	3	-2%
Additional records
SMILES	G9a inh	ERG-DNA inh	HP1b chromo inh	JMJD2A Tudor inh	Pin1 inh	GLS inhibitor	BAZ2B inh	PI4K2A block	PGK inhibitor
Cc1cc(C)c(S(=O)(=O)N2CCN(C(=O)c3ccc(-n4nc(C)c(Cl)c4C)cc3)CC2)c(C)c1	x	6%	18%	-27%	6%	-5%	x	-3	-4%
COC(CNC(=O)Cn1nc(Cc2ccncc2)c2ccccc2c1=O)OC	9%[2.33 µM]	14%	39%	-5%	0%	0%	-10%	-2	x
COc1cc(C2NC(=O)NC(C)=C2C(C)=O)cc(OC)c1OC (stereo unspecified)	13%	6%	14%	-12%	-6%	-7%	-9%	-4	i
COc1ccc(CNc2ncnc3c2nc2n3CCCC2)cc1	-25%[59 µM]	2%	30%	-11%	0%	-11%	-1%	-3	i
Cc1ccc(Sc2ncccc2C(=O)N(C)Cc2cccs2)c(C)c1	25%	-4%	36%	5%	-5%	-3%	7%	-5	-1%
CCC(C)NC(=O)c1ccc(Cn2c(=O)c3cccn3c3cccnc32)cc1 (stereo unspecified)	9%[59 µM]	-3%	34%	1%	2%	-4%	-1%	-5	-5%
CCOc1ccc(C(=O)Nc2ccccc2C(=O)O)cc1	-44%	1%	1%	u	-8%	2%	u	-13	6%
COc1ccc(S(=O)(=O)N2CCC(C(=O)NCc3cccc(OC)c3)CC2)cc1	-15%[59 µM]	-15%	69%[activator]	-2%	-4%	-12%	-3%	2	-8%
COCCn1nnnc1C(c1ccc(C(F)(F)F)cc1)N1CCOCC1 (stereo unspecified)	x	-5%	52%[activator]	-12%[57.1 µM]	7%	12%	0%	2	-7%
Cc1ccc(-n2nnnc2SCC(=O)Nc2cccnc2Cl)cc1	-8%[59 µM]	2%	39%[activator]	-22%	20%	-7%	6%	-1	-4%
C(=N\Nc1ccc2nncn2n1)/c1ccccn1	-4%	1%	26%	u	5%	18%	-27%	1	6%
COc1ccc(S(=O)(=O)Nc2cc(S(=O)(=O)N3CCOCC3)ccc2OC)cc1	x	7%	43%[activator]	-5%	2%	-8%	x	4	-8%
Cc1ccc(CN2C(=O)CCC2C(=O)NC2CCCC2)cc1 (stereo unspecified)	-3%[12.7 µM]	2%	29%	2%	2%	-2%	1%	-16	0%
COc1cccc(-c2c(-c3cc(OC)cc(OC)c3)n(C)c3ccc(-c4cnc(N5CCOCC5)nc4)cc23)c1	x	3%	26%	-27%	-5%	2%	x	-2	-8%
Cc1ccc(Cl)cc1-n1c(=O)c2sc3ccccc3c2n(Cc2ccccc2)c1=O	7%[59 µM]	2%	26%	-2%	-2%	-4%	-3%	-2	1%
Cc1ccccc1N/N=C/c1sc(=O)n(Cc2cccc(C(=O)O)c2)c1Cl	-136%[59 µM]	2%	-22%	10µM*	u	-26%	45µM*	-6	-5%
CCOCCCn1c(=NC(=O)c2cccs2)c(C#N)cc2c(=O)n3ccccc3nc21	x	13%	3%	-12%	u	0%	0%	5	i

Rewritten as labelled records: 4 of the compounds above
CC(C)CCNC(=O)COc1ccc(N(C)S(=O)(=O)c2ccc(F)cc2)cc1
  G9a inh: -26%
  ERG-DNA inh: 11%
  HP1b chromo inh: 27%
  JMJD2A Tudor inh: -6%
  Pin1 inh: 3%
  GLS inhibitor: 0%
  BAZ2B inh: 10%
  PI4K2A block: 2
  PGK inhibitor: -1%

CCOc1ccc(C(=O)Nc2ccccc2C(=O)O)cc1
  G9a inh: -44%
  ERG-DNA inh: 1%
  HP1b chromo inh: 1%
  JMJD2A Tudor inh: u
  Pin1 inh: -8%
  GLS inhibitor: 2%
  BAZ2B inh: u
  PI4K2A block: -13
  PGK inhibitor: 6%

Cc1cc(C)nc(OC(C(=O)O)C(OCCC(C)C)(c2ccccc2)c2ccccc2)n1 (stereo unspecified)
  G9a inh: 4%
  ERG-DNA inh: 1%
  HP1b chromo inh: 22%
  JMJD2A Tudor inh: -13%
  Pin1 inh: 0%
  GLS inhibitor: -1%
  BAZ2B inh: -17%
  PI4K2A block: -4
  PGK inhibitor: -7%

COc1ccc(CNc2ncnc3c2nc2n3CCCC2)cc1
  G9a inh: -25%[59 µM]
  ERG-DNA inh: 2%
  HP1b chromo inh: 30%
  JMJD2A Tudor inh: -11%
  Pin1 inh: 0%
  GLS inhibitor: -11%
  BAZ2B inh: -1%
  PI4K2A block: -3
  PGK inhibitor: i

Assay outcomes deposited in PubChem BioAssay by National Center for Advancing Translational Sciences (NCATS).
